# ROC1-CUL1 inh: human ROC1-CUL1 E3 ligase inhibition; in vitro K48 di-Ub FRET, acceptor:donor ratio, 45 min; P62877+Q13616; AID 1347404; 140,000 tested, 0.6% active; inhibition, % at 10 µM; in the data active means inhibition above about 25%
# Target sequence (P62877 whole entry, looked up): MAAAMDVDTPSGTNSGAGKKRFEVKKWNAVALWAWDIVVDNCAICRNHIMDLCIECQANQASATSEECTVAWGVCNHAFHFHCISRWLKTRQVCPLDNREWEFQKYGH
# Target sequence (Q13616 whole entry, looked up): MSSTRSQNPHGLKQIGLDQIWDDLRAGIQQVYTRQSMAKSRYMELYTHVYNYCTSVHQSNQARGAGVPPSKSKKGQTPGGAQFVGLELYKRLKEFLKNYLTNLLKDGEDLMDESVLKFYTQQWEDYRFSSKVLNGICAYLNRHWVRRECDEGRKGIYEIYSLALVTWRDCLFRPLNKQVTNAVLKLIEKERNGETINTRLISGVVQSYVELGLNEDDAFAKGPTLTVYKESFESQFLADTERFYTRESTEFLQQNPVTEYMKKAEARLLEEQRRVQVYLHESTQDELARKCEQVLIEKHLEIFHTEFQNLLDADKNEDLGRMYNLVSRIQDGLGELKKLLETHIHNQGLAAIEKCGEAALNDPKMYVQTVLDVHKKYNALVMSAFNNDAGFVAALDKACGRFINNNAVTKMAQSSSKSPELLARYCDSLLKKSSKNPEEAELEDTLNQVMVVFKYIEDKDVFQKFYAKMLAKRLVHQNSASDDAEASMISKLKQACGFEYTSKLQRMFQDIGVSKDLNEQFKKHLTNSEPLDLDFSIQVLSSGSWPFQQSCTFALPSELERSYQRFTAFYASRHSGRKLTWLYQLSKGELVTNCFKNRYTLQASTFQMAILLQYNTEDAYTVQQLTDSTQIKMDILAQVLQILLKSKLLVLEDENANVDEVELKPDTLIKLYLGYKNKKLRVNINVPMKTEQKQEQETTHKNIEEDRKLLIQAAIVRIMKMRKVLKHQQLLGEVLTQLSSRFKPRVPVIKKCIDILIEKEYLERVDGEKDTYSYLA
# * = called active by the depositor. Not all compounds are listed. The share of hits here may be higher or lower than overall.
cpd	Molecule	ROC1-CUL1 inh
1	Cc1cccc(N2C(=O)CCC2=O)c1	-4
2	CCc1ccccc1N1CC(c2nc3ccccc3n2CCCCOc2ccccc2OC)CC1=O (stereo not given)	3
3	COc1ccc(S(=O)(=O)Nc2ccc(Cl)cc2C(=O)c2ccccc2Cl)cc1OC	3
4	CSC(N)=NC(c1ccccc1)c1ccccc1	-4
5	Cc1cc(=O)[nH]c(=O)n1-c1cccc(Cl)c1Cl	7
6	CC(C)Oc1ccccc1/C=N\NC(=O)c1cc2c(ccc3ccccc32)o1	0
7	O=C(NC1CC(=O)N(c2ccc(Cl)cc2)C1)c1ccc(S(=O)(=O)N2CCOCC2)cc1 (stereo not given)	-3
8	Cc1nc2nc(C)c(CCC(=O)NCc3cccc(Cl)c3)c(C)n2n1	1
9	CC(NC(=O)C(c1ccccc1)c1ccccc1)C(=O)Nc1ccc(Cl)cc1 (stereo not given)	-2
10	CCOC(=O)c1c(C)oc2nc(C)nc(NCC3CCN(Cc4ccc(F)cc4)CC3)c12	0
11	COc1ccc(OC)c(C2C3=C(N=c4s/c(=C/c5cc([N+](=O)[O-])ccc5O)c(=O)n42)c2ccccc2CC3)c1 (stereo not given)	1
12	CC(C)(C)NCc1cc(Br)ccc1OCC(N)=O	4
13	Cc1ccc2oc(C(=O)c3ccc(Cl)cc3)c(-c3cnn(-c4ccccc4)c3)c2c1	6
14	CCOC(=O)c1c(C)[nH]c(C)c1S(=O)(=O)N1CCC(C(=O)Nc2ccc(OCC)cc2)CC1	9
15	O=c1oc2c(CN3CCOCC3)c(O)ccc2cc1-c1ccc(Cl)cc1	-1
16	Cc1ccc(NC(=O)CC2NC3CCCCC3NC2=O)c(Cl)c1 (stereo not given)	2
17	O=C(NNC(=S)NCc1ccccc1)c1ccc(OC(F)F)cc1	0
18	O=C(O)CC(CNc1ccc(Cl)cc1)c1nc2ccccc2[nH]1 (stereo not given)	2
19	CC(=O)NCc1ccc(OC(C)=O)c(OC(C)=O)c1	2
20	O=C(c1c2oc(-c3ccc(Br)cc3)ccc-2c2ccccc12)C(F)(F)F	-5

# Next section (2 carried over from the part before).
cpd	Molecule	ROC1-CUL1 inh
19	CC(=O)NCc1ccc(OC(C)=O)c(OC(C)=O)c1	2
20	O=C(c1c2oc(-c3ccc(Br)cc3)ccc-2c2ccccc12)C(F)(F)F	-5
21	CC1=NN(C)c2nc3c(c(=O)n(C)c(=O)n3C)n2C1C (stereo not given)	3
22	COc1ccc(NC(=O)Cn2c(=O)oc3cc(S(=O)(=O)N4CCC(C)CC4)ccc32)c(OC)c1	3
23	Cc1ccccc1NC(=O)Cn1c(=O)n(CCCCCC(=O)NCc2ccc3c(c2)OCO3)c(=O)c2sccc21	-8
24	COc1ccccc1N1CCN(C(=O)CCS(=O)(=O)c2cc(Br)cc3c2N(C(C)=O)CC3)CC1	5
25	CCN1CCN(c2oc(-c3ccc(COc4ccc(C)cc4)o3)nc2C#N)CC1	7
26	CC1(c2ccccc2)CC(C)(C)N(C(=O)c2ccccc2Cl)c2ccccc21 (stereo not given)	-5
27	CN1C(=O)/C(=C\CC=Nc2ccccc2)c2ccccc21	-15
28	Cc1cc(C)cc(NC(N)=Nc2nc(C)cc(C)n2)c1	-2
29	COc1ccc2c(c1)c1c(c(=O)n(Cc3ccccc3)c(=O)n1CC(=O)Nc1cc(C)cc(C)c1)n2C	6
30	CCCC(=O)NNC(=O)c1ccccc1C	1
31	O=C(Nc1ccc(-c2cscn2)cc1)C1CCCN(C(=O)CCN2CCCCO2)C1 (stereo not given)	0
32	CCCCCOC(=O)C1C(C)=NC2=C(C(=O)CC(C)(C)C2)C1c1cc(OC)c(OC)cc1Br (stereo not given)	9
33	CCOC(=O)c1ccccc1Sc1ccccc1OC	-6
34	O=C(CCc1ccccc1)N(Cc1cccnc1)c1nc2c(F)cccc2s1	-1
35	COc1ccccc1CNS(=O)(=O)c1ccc(Br)s1	7
36	Cc1cc(C(=O)N/N=C/c2ccc(-c3ccccc3Cl)o2)n[nH]1	-2
37	CNC(=O)c1sc2ccccc2c1Cl	-5
38	CCN(CC)C(=O)Cn1cc(C(=O)NCc2csc(C)n2)nn1	8
39	CCOc1ccccc1OC(CCN1CCN(Cc2ccccc2)CC1)c1ccccc1 (stereo not given)	1
40	CCOC(=O)c1c(NC(=O)C(C)Oc2ccc(Cl)cc2Cl)sc2c1CCC(C)C2 (stereo not given)	-3

# Entries listed so far with fluorine, in the order listed:
cpd	Molecule	ROC1-CUL1 inh
10	CCOC(=O)c1c(C)oc2nc(C)nc(NCC3CCN(Cc4ccc(F)cc4)CC3)c12	0
17	O=C(NNC(=S)NCc1ccccc1)c1ccc(OC(F)F)cc1	0
20	O=C(c1c2oc(-c3ccc(Br)cc3)ccc-2c2ccccc12)C(F)(F)F	-5
34	O=C(CCc1ccccc1)N(Cc1cccnc1)c1nc2c(F)cccc2s1	-1

# (continued)
cpd	Molecule	ROC1-CUL1 inh
41	CCCCCNC(=O)c1cc2c(=O)n3cccc(C)c3nc2n1C	-5
42	CCOC(=O)CN(C)C(=O)c1cn(Cc2cccc(Cl)c2)nn1	0
43	CCc1ccc(C(=O)N2CCN(Cc3cccc(F)c3)CC2)s1	10
44	CCOC(=O)C(Sc1cc(C)c(C#N)c2nc3ccccc3n12)C(C)=O (stereo not given)	11
45	CCOC(=O)c1c(N2C(=N)C(C#N)C(c3ccc(F)cc3)C3=C2CC(C)(C)CC3=O)sc2c1CCCC2 (stereo not given)	-2
46	c1ccc(CCC2CN(C3CCCC3)CCO2)cc1 (stereo not given)	2
47	Nc1c(C(=O)Nc2cc(C(F)(F)F)ccc2Cl)sc2nc(-c3ccccc3)cc(-c3ccccc3)c12	5
48	CCc1ccc(CN(C)c2ccc(-c3nc(COC)no3)cn2)nc1	5
49	COc1c(C)cccc1C(=O)Nc1sc2c(c1C(N)=O)CCCC2	-2
50	Nc1nc(-c2cccc(C(F)(F)F)c2)cs1	-4
51	CCN1CCCC1CNC(=O)c1cc(N)ccc1OC (stereo not given)	-10
52	CCOc1ccc(C(=O)N2CCc3ccccc3C2)cc1	-8
53	Cn1ccnc1C1(O)CCCCC1	7
54	O=C1CN(C(=O)c2ccc(S(=O)(=O)N3CCCC3)cc2)C(c2ccccc2)c2cc(Cl)ccc2N1 (stereo not given)	-10
55	COc1ccc(N2CCN(C(=O)c3ccc(N4CCOCC4)cc3)CC2)cc1	2
56	C/C(=C/c1oc2ccc(O)cc2c1[N+](=O)[O-])N(C)C	6
57	c1ccc(CC2CN(Cc3ccc4c(c3)OCCO4)CCO2)cc1 (stereo not given)	4
58	Cc1ccccc1CNC(=O)Cn1c(=O)c2cccn2c2cccnc21	3
59	Cc1cccc(Nc2nnc(-c3ccc(C)c(S(=O)(=O)N4CCCCC4)c3)c3ccccc23)c1	-5
60	COc1ccc(/C=C/C(=O)Nc2ccc3nc(N4CCC(C)CC4)cc(C)c3c2)cc1OC	-11
61	CC(C)(C)CC(=O)NCCCCCCNC(=O)CC(C)(C)C	-8
62	N#CC(C=Nc1ccc(Cl)c(Cl)c1)c1nc(-c2cc3c(ccc4ccccc43)oc2=O)cs1 (stereo not given)	-11
63	O=C(O)/C=C\C(=O)Nc1cccc(C(=O)NN2C(=O)c3ccccc3C2=O)c1	-3
64	O=C(CS(=O)(=O)c1cccc2nsnc12)Nc1cc(F)ccc1F	1
65	Cc1ccc2nc(NC(=O)c3ccccc3C(=O)O)sc2c1	-1
66	CCC(=O)Nc1sc2c(c1C(=O)Nc1ccccc1)CCCC2	5
67	O=C(c1ccc(F)cc1)c1cn[nH]c1-c1ccccc1O	3
68	CCc1ccc(CNC(=O)c2ccc(CSc3nc4ccncc4n3Cc3ccc(OC)cc3)cc2)cc1	0
69	CCOC(=O)C1=NN(c2cccc(Cl)c2)C2(C=C(c3ccccc3)OC2=O)C1c1ccccc1 (stereo not given)	9
70	CCOC(=O)c1ccc2ncc(C(=O)OCC)c(NCCc3ccc(OC)c(OC)c3)c2c1	2
71	CC(C)Nc1nc(NC(C)C)nc(N(C)C(N)=O)n1	13
72	COc1ccc(CN(C)C(=O)CC2(c3ccc(-c4ccccc4)cc3)CC(=O)N(C)C2=O)cc1OC (stereo not given)	-4
73	O=C(NC(=S)N1CCc2ccccc21)c1ccccc1Br	1
74	CCOC(=O)C1=C(C)N=c2s/c(=C\c3ccc4c(c3)OCO4)c(=O)n2C1c1ccc(OC)cc1 (stereo not given)	10
75	CCCC(=O)OC1=C(C(C)=O)N(Cc2ccccc2)S(=O)(=O)c2ccccc21	-6
76	CCNS(=O)(=O)c1cccnc1N1CCN(CCO)CC1	2
77	CCOc1ccc(NC(=O)c2cc3c(=O)n4ccccc4nc3n(CCN3CCOCC3)c2=N)cc1	1
78	COc1cccc(CCNC(=O)CCc2nnc(COc3ccccc3)o2)c1	0
79	CCC1(C)Cc2c(sc3[nH]c(=S)n(Cc4ccccc4)c(=O)c23)CO1 (stereo not given)	5
80	CCOC(=O)N1CCC(NC2CCN(c3cccc(NC(=O)CCCc4ccccc4)c3)CC2)CC1	-5
81	COc1ccc(CCNC(=O)Cn2c(=O)nc(-c3ccccc3)c3cc(Cl)ccc32)cc1OC	2
82	CCOc1ccc(C(C)(C)C)cc1S(=O)(=O)N(C)C	7
83	CCN(CC)c1ccc(/C=N\NC(=O)CCc2c(C)n[nH]c2C)c(O)c1	5
84	COc1ccc(NC(=O)CSc2nc3ccccc3n2CC(=O)Nc2cccc(C)c2C)cc1	2
85	CSc1nc(Oc2cc(C)cc(C)c2)cc(-n2ncc(C#N)c2N)n1	-4
86	O=C(c1ccccc1)N1N=C(c2cccs2)CC1c1ccccc1 (stereo not given)	2
87	COc1cc(/C=C(\C#N)c2nc3ccccc3[nH]2)ccc1OCc1ccc(F)cc1	-1
88	COC(=O)c1c(NC(=O)COc2ccc(C)cc2Br)sc2c1C(C(=O)OC)CC2 (stereo not given)	8
89	CN(C)S(=O)(=O)c1ccc(C(=O)NCCS(=O)(=O)N2CCN(c3ccccc3)CC2)cc1	1
90	CCOC(=O)c1ccc(NC(=O)CCc2c(C)nc3c(c(C)nn3-c3ccccc3)c2C)cc1	-4
91	Cn1ccnc1SCCNC(=O)C1CCC(=O)N(CCc2ccccn2)C1 (stereo not given)	8
92	COc1ccc(NC(=O)CN(C)S(=O)(=O)c2ccc3nc(C)sc3c2)cc1	5
93	CN1CCN(c2ccc(NC(=O)CC34CC5CC(CC(C5)C3)C4)cc2)CC1	-5
94	Cc1ccc(C(=O)C(OC(=O)c2ccc(N(C)C)cc2)c2ccccc2)cc1C (stereo not given)	-1
95	Cc1c(N=Cc2ccccc2)c(=O)n(C)c(=O)n1C	-8
96	Cc1cc(/C=C2\SC(=S)NC2=O)c(C)[nH]1	19
97	O=C(CSC(=S)N1CCOCC1)Nc1nccs1	-9
98	Cc1ccccc1C1c2c(n[nH]c2-c2ccc(Cl)cc2)OC(=N)C1C#N (stereo not given)	6
99	O=C(NN1C(=O)C2C3CCC(O3)C2C1=O)c1ccco1 (stereo not given)	-1
100	CCOc1ccccc1CNC(=O)c1cc2oc3ccccc3c2n1CC	2

# (list continues)
cpd	Molecule	ROC1-CUL1 inh
101	CCCC(=O)Nc1ccc(C(=O)/C=C/c2ccc(SC)cc2)cc1	12
102	C=C(C)CNC(=O)C1CCCN(C2CCN(Cc3ccncc3)CC2)C1 (stereo not given)	-2
103	CCCCCCCCCCCCSC1=C(SCCCCCCCCCCCC)C(=O)c2ccccc2C1=O	2
104	CN(C)Cc1ccc(F)cc1Sc1cc(Cl)ccc1Cl	12
105	CCCCC(=O)Nc1nnnn1CCC	4
106	COc1cccc(CNC(=O)c2ccc3c(c2)nc2n3CCC(C)C2)c1 (stereo not given)	-2
107	COc1ccc(C2C(=O)C(C#N)=C(c3ccccc3)N(c3ccc(OC)cc3)C2=O)cc1 (stereo not given)	8
108	Nc1ncnn1C(=O)c1ccc(COc2ccccc2Br)o1	8
109	CCOC(=O)C(NC(=O)Cc1ccccc1)(Nc1cc(C)on1)C(F)(F)F (stereo not given)	4
110	Cc1sc2c(c1C)-c1c(C)sc(C)c1C2	14
111	COc1ccc(N2C(=S)N(C(=O)c3ccccc3)C(=Nc3ccccc3)C2=Nc2ccccc2)cc1	-1
112	C=C(C)COc1cccc(C(=O)NC2CCCCC2)c1	15
113	Cc1ccc(C(=O)c2nnc3c(C)ccc(C)c3c2N)cc1	6
114	CCOC(=O)C1(Cc2ccc(F)cc2)CCCN(C(=O)c2ccc(C)[nH]c2=O)C1 (stereo not given)	2
115	Cc1cccc(CCNC(=O)Cn2nnnc2CN2C[C@@H](C)O[C@@H](C)C2)n1	1
116	Cc1ccc(-c2cc(=O)[nH]c(N3CCN(c4ccc(F)cc4)CC3)n2)cc1	10
117	O=C(Nc1ccc(NC(=O)c2ccco2)cc1)c1cccc([N+](=O)[O-])c1	-4
118	CC1=CC=CN2C(=O)C(C(=O)NCCCN3CCCCC3C)C(=O)N=C12 (stereo not given)	-7
119	CCc1ccc(C2c3c(n[nH]c3COC)OC(=N)C2C#N)cc1 (stereo not given)	6
120	COc1cccc(CN2CCCC(O)(CN3CCN(c4ccccc4)CC3)C2=O)c1 (stereo not given)	0

# Another view of four compounds above:
109. CCOC(=O)C(NC(=O)Cc1ccccc1)(Nc1cc(C)on1)C(F)(F)F (stereo not given)
  ROC1-CUL1 inh: 4

110. Cc1sc2c(c1C)-c1c(C)sc(C)c1C2
  ROC1-CUL1 inh: 14

111. COc1ccc(N2C(=S)N(C(=O)c3ccccc3)C(=Nc3ccccc3)C2=Nc2ccccc2)cc1
  ROC1-CUL1 inh: -1

112. C=C(C)COc1cccc(C(=O)NC2CCCCC2)c1
  ROC1-CUL1 inh: 15

# Further results follow.
cpd	Molecule	ROC1-CUL1 inh
121	O=C(Nc1ccc(Cl)cc1)Nc1cc([N+](=O)[O-])ccc1F	2
122	Cc1sc(NC(=O)C2CC=CCC2C(=O)O)c(C#N)c1-c1ccccc1 (stereo not given)	-4
123	COC(=O)c1sc(N2C(=O)c3oc4ccccc4c(=O)c3C2c2ccc(O)cc2)nc1C (stereo not given)	2
124	COc1ccc(CCNC(=O)c2cc(-c3ccc(Cl)cc3)nc3ccccc23)cc1OC	6
125	C=CCOc1ccccc1C1C2=C(CC(C)(C)CC2=O)N=C(C)C1C(=O)OC (stereo not given)	-2
126	Cc1ccc(-c2cc(C(F)(F)F)n3nc(-c4ccc(Cl)cc4)cc3n2)cc1	4
